From PubChem
KCNQ1 inh = inhibitors of human KCNQ1 channel, primary screen, cell-based, thallium flux, high-throughput. Potassium voltage-gated channel subfamily KQT member 1 (Homo sapiens), P51787. CHO-K1 KCNQ1, FluxOR thallium flux fluorescence; active compounds read high. B-score at 10 µM. actives 1.3% (n = 310,000). AID 2642, 2010;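 active = compounds whose thallium flux B-score, printed positive for inhibition, exceeds three library SD while starting fluorescence stays within three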;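 also: channel opened by potassium depolarization with thallium stimulus after 20 min compound exposure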
hERG rescue = hERG rescue from dofetilide block, primary screen, cell-based, CHO-hERG, FluxOR thallium flux, dofetilide IC70 | Voltage-gated inwardly rectifying potassium channel KCNH2 (Homo sapiens), Q12809 | dofetilide IC70 present | activation (rescue from dofetilide block), less the hit threshold, % at 10 µM | actives 0.51% (n = 310,000);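 active = activation above the mean of controls blocked by dofetilide plus 5 SD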;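 also: thallium influx through hERG after potassium depolarization seen as dye fluorescence rise; in these data hits start at about 4.7%; inactives centre near -7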
TMEM16A act = TMEM16A chloride channel activators or potentiators, primary screen, cell-based, HTS. HEK293 TMEM16A/YFP-H148Q/I152L, iodide quench fluorescence; active compounds read low. actives 0.3% (n = 340,000). B-score at 10 µM;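 active = fluorescence-ratio B-score plate-corrected deviation score at least 3 library SD below zero, with starting fluorescence score within 5 deviations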;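 also: channel opened by trigger with iodide after compound preincubation; score built on the fluorescence ratio of max minus min over baseline; more negative score means more quench and so TMEM16A activation or potentiation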
Target sequence (Q8BHY3 whole entry, looked up): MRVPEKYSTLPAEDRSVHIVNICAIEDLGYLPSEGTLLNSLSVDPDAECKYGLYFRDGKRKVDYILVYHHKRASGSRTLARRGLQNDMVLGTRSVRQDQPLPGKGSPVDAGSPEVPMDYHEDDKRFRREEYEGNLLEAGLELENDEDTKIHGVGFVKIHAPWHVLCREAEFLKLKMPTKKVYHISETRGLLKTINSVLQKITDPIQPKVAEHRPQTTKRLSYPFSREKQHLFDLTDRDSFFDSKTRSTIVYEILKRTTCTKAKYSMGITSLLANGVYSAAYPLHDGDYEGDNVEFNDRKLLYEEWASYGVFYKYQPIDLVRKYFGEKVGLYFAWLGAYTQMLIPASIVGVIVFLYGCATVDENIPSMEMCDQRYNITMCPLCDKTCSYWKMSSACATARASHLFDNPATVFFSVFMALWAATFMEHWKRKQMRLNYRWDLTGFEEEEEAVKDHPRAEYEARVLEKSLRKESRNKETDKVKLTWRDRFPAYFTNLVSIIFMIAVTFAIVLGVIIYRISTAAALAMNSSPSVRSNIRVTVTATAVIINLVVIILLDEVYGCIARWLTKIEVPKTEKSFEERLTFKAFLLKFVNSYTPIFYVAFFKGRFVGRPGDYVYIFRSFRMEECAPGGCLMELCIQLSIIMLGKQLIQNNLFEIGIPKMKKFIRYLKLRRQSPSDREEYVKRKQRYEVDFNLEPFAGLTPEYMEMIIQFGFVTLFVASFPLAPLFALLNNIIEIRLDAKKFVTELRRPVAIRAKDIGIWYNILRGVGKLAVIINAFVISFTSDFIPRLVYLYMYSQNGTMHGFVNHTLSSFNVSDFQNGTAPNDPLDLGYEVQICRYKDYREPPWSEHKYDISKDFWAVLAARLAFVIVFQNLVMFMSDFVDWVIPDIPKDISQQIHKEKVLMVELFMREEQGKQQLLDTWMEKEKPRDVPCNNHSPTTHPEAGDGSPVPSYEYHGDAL
TMEM16A inh = TMEM16A chloride channel inhibitors, primary screen, cell-based, HTS | Anoctamin-1 (Mus musculus), Q8BHY3 | HEK293 TMEM16A/YFP iodide influx fluorescence, ionomycin | normalized B-score (activity score, 25-100; higher = stronger inhibition) at 10 µM | actives 1.2% (n = 310,000) | AID 588511, 2011;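 active = ratio plate-corrected score three or more library SD toward inhibition, starting fluorescence score within five deviations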;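 also: score derived from kinetic fluorescence span divided by baseline fluorescence per well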
MrgX1 ag = agonists of human MrgX1 receptor, primary screen, HEK293 cells, Fluo-4 calcium flux. actives 0.44% (n = 310,000). Fluo-4 calcium fluorescence, agonist mode; active compounds read high. B-score at 10 µM. Mas-related G-protein coupled receptor member X1 (Homo sapiens), Q96LB2. AID 588627, 2011;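 active = calcium response B-score plate-corrected fluorescence ratio at least 3 library SD, with starting fluorescence B-score inside 5 SD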
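Material: MrgX1-expressing HEK293 cells / Dosing: compound as first of three additions / Incubation: overnight seeding, then 1 h dark dye loading / Signal: Fluo-4 NW calcium fluorescence / Evaluation: B-scored fluorescence response ratio / Benchmarks: positive and negative control wells on each plate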
KCNK3 inh = human KCNK3 channel inhibitors, primary screen, CHO cells, FluxOR thallium flux, B-score. Potassium channel subfamily K member 3 (Homo sapiens), O14649. FluxOR fluorescence; active compounds read low. B-score at 10 µM. actives 0.84% (n = 340,000);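 active = B-score under library mean minus 4 SD, starting fluorescence ratio at most library mean plus 5 SD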;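 also: more negative B-score means stronger inhibition of thallium flux through KCNK3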
RGS4 act = RGS4 potentiators or activators, primary screen, cell-based, HEK293 M3R inducible RGS4, calcium flux. carbachol calcium flux Fluo4; active compounds read low. B-score at 10 µM. actives 0.92% (n = 310,000). AID 463111, 2010;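 active = B-score of the integrated calcium signal more than 4 SD below the library mean, with starting fluorescence not abnormally high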;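 also: negative B-score means reduced calcium response which marks RGS4 activation or potentiation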
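Detection: kinetic calcium fluorescence imaging with Fluo4-AM dye, 2 µM / Material: HEK293 cells with stable M3R and inducible RGS4 / Schedule: recording 10 s baseline at 1 Hz, 100 s post-agonist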
MrgX1 PAM = positive allosteric modulators of MrgX1, primary screen, HEK293 cells, Fluo-4 calcium flux | B-score at 10 µM | AID 588675, 2011 | Mas-related G-protein coupled receptor member X1 (Homo sapiens), Q96LB2 | FDSS; active compounds read high | actives 0.63% (n = 310,000);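 active = plate-corrected calcium response at least 3 library SD above typical, normal starting fluorescence, not activating the receptor alone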;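 also: compound read alongside a low EC10 to EC30 dose of BAM8-22 agonist; peak minus trough fluorescence over baseline measured at the second addition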
RGS4 inh = RGS4 inhibitors, primary screen, cell-based, HEK293 M3R inducible RGS4, calcium flux. Regulator of G-protein signaling 4 (Homo sapiens), P49798. Fluo-4 calcium flux; active compounds read high; triggered by carbachol at its EC20. B-score at 10 µM. actives 0.45% (n = 310,000). AID 463165, 2010;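 active = B-score, a plate-corrected calcium signal, over three deviations above library mean, with baseline fluorescence within five deviations of library mean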;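 also: RGS4 expression induced by doxycycline in cells with stable M3 receptor; B-score is computed from the integrated fluorescence ratio over baseline after carbachol; higher B-score means a larger calcium signal and so more RGS4 inhibition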
KCNK9 block = KCNK9 potassium channel inhibitors, primary screen, HEK293 cells, thallium flux | Potassium channel subfamily K member 9 (Homo sapiens), Q9NPC2 | FluxOR thallium flux fluorescence; active compounds read low | B-score at 10 µM | actives 1.2% (n = 310,000);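 active = ratio B-score over 3 SD below the library mean, with starting fluorescence within 5 SD of its mean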;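 also: negative B-score means less thallium flux so channel inhibition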
KCNQ1 pot = potentiators or activators of KCNQ1 channel, primary screen, cell-based, thallium flux, high-throughput. CHO-K1 KCNQ1, thallium flux FluxOR fluorescence; active compounds read high. Potassium voltage-gated channel subfamily KQT member 1 (Homo sapiens), P51787. actives 0.35% (n = 310,000). B-score at 10 µM. AID 2648, 2010;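 active = fluorescence ratio B-score, a plate-corrected score, at least three library SD, with initial intensity B-score within 5 SD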
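System: Stable KCNQ1 CHO-K1 line | Incubation: 90 min dye loading and 20 min compound exposure, both at room temperature | Measure: Ratio B score | Medium: Assay buffer for compound exposure, DMSO matched across wells | Compound dosing: Single-concentration screen | Probe or stimulus: K+/Tl+ depolarizing stimulus | Measured by: Kinetic FluxOR fluorescence, 10 s baseline plus 110 s post-stimulus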
* = called active by the depositor; i = inactive; · = no result given.

SMILES	KCNQ1 inh	hERG rescue	TMEM16A act	TMEM16A inh	MrgX1 ag	KCNK3 inh	RGS4 act	MrgX1 PAM	RGS4 inh	KCNK9 block	KCNQ1 pot
CC1=C(OC(=O)c2ccccc2)C(C)(C)C(c2ccc(Br)cc2)OC1=O (centres undefined)	i	-3	i	i	i	i	i	i	i	i	i
Cc1cc(C(=O)N(C)Cc2c(F)cccc2Cl)c2ccccc2n1	i	-10	i	i	i	i	i	i	i	i	i
O=C(Nc1ccc(NS(=O)(=O)c2ccc([N+](=O)[O-])cc2)cc1)c1ccco1	i	-1	i	i	i	i	i	i	i	i	i
O=C(O)C(Oc1ccc2c(c1)oc(=O)c1ccccc12)c1ccccc1 (centres undefined)	i	-4	i	i	i	i	i	i	i	i	i
O=C(c1c[nH]c(C(=O)C(Cl)(Cl)Cl)c1)c1ccccc1Cl	i	-7	i	i	i	i	i	i	i	i	i
COc1ccccc1C1=NOC(COC(=O)c2ccc([N+](=O)[O-])cc2)C1 (centres undefined)	i	-4	i	i	i	i	i	i	i	i	i
Cc1ccnc(N2CCC(C(=O)Nc3nnc(C)s3)CC2)n1	i	-3	i	i	i	i	i	i	i	i	i
CC(C)OC(=O)CSc1nnc(-c2cnccn2)n1-c1ccc(Cl)cc1	i	-30	i	i	i	i	i	i	i	i	i
C=CCn1c(=N)c(S(=O)(=O)c2ccc(C)c(C)c2)cc2c(=O)n3ccccc3nc21	i	-7	i	i	i	i	i	i	i	i	i
O=C(COc1ccccc1Cl)Nc1ccccc1C(=O)N1CCCCC1	i	-16	i	i	i	i	i	i	i	i	i
COc1ccc(OCc2ccc(-c3nc4ccccc4c(=O)n3N)o2)cc1	i	-10	i	i	i	i	i	i	i	i	i
COc1ccc(-c2cc(C(F)(F)F)nc(SCCC(=O)N3CCOCC3)n2)cc1	i	-8	i	i	i	i	i	i	i	i	i
O=C(Cn1nc(Cc2cccnc2)c2ccccc2c1=O)NCc1ccc(F)cc1	i	-13	i	i	i	i	i	i	i	i	i
COc1ccc(C(=O)N(NC(=O)Oc2ccccc2)C(C)(C)C)cc1	i	-2	i	i	i	i	i	i	i	i	i
O=C(Nc1ccc(F)cc1)Nc1ccccc1C(=O)NCCN1CCNC1=O	i	-12	i	i	i	i	i	i	i	i	i
O=S1(=O)N[C@H](c2ccccc2)C[C@H](c2ccc(C(F)(F)F)cc2)O1	i	-6	i	i	i	i	i	i	i	i	i
CCOc1cc(/C=C2\CN(CC)C/C(=C\c3ccc(O)c(OCC)c3)C2=O)ccc1O	i	-15	i	i	27*	i	i	i	12*	i	i
CC/C=C/C(=O)N1CC2(CC(c3cccc(NC(=O)c4ccccc4)c3)=NO2)C[C@@H]1C(N)=O (some centres undefined)	i	-7	i	i	i	i	i	i	i	i	i
CC(C)NC(=O)CSCc1c(Cl)cccc1Cl	i	-7	i	i	i	i	i	i	i	i	i
C=CCN1N=C(/C=C/c2ccc(OC)cc2)CCC1=O	i	2	i	i	i	i	i	i	i	i	i
Cc1ccc2nsnc2c1NC(=O)c1cccc([N+](=O)[O-])c1	i	-7	·	i	i	·	i	i	i	i	i
COc1nc(SC)nc(Cl)c1Cc1ccc(OC(C)C)cc1	i	-7	i	i	i	i	i	i	i	i	i
Cc1cccc2cc(CN(CCCO)C(=O)Nc3cccc(Cl)c3)c(=O)[nH]c12	i	-12	i	i	i	i	i	i	i	i	i
O=C(CN1C(=O)c2ccccc2S1(=O)=O)N1CCc2ccccc21	i	-4	i	i	i	i	i	i	i	i	i
O=C(O)C1=C[C@H](c2cccs2)C[C@H](OCCCCO)O1	i	-9	i	i	i	i	i	i	i	i	i
CCc1ccc(OCc2cnc(Cl)s2)cc1	i	-2	i	i	i	i	i	i	i	i	i
O=C(N/N=C/c1ccccc1O)/C(=C/c1ccccc1)CCO	i	-5	i	i	i	i	i	i	i	i	i
O=C(NNc1nc2ccccc2s1)c1ccccc1F	i	-3	i	i	i	i	i	i	i	i	i
COc1ccc(S(=O)(=O)N2CCCCCC2)cc1C(=O)N(C)CC(=O)Nc1ccc(F)cc1	i	-9	i	i	i	i	i	i	i	i	i
Cc1ccc(NC(=O)CSC2=NN3CCCC(=O)N=C3S2)cc1Cl	i	-8	i	i	i	i	i	i	i	i	i
CN(CCOc1ccccc1)CC(=O)Nc1ccc(Br)cc1F	i	-6	i	i	i	i	i	i	i	i	i
O=C(CN1c2cccc3cccc(c23)S1(=O)=O)Nc1ccccc1F	i	-3	-7.8*	i	i	i	i	i	i	i	i
CCCN(C(=O)C1CCN(S(=O)(=O)c2ccc(OC)c(OC)c2)CC1)C1CCS(=O)(=O)C1 (centres undefined)	i	-14	i	i	i	i	i	i	i	i	i
CCOc1ccc(OCC(=O)NCc2n[nH]c(=O)c3ccccc23)cc1	i	-11	i	i	i	i	i	i	i	i	i
Cc1cc(Cl)c(S(=O)(=O)NCc2ccccc2)cc1OCC(N)=O	i	-8	i	i	i	i	i	i	i	i	i
CN=c1sc(C(=O)Nc2ccccc2)c(C)n1C	i	-3	i	i	i	i	i	i	i	i	i
CC(=O)Nc1ccc(S(=O)(=O)N2CCN(CC(O)COc3ccc4ccccc4c3)CC2)cc1 (centres undefined)	i	-14	i	i	i	i	i	i	i	i	i
Cc1ccc(/C=N/NC(=O)c2ccncc2)cc1	i	-2	i	i	i	i	i	i	i	i	i
COc1cccc(-c2nnn(CC(=O)N3CCCCC3)n2)c1	i	-4	i	i	i	i	i	i	i	i	i
O=C(N/N=C/c1ccc(Br)s1)c1ccccc1[N+](=O)[O-]	i	-8	i	i	i	i	i	i	i	i	i
CS(=O)(=O)N(Cc1ccccc1)c1ccccn1	i	-11	i	i	i	i	i	i	i	i	i
Cc1ccc2nc(/N=C(\N)NC(=O)N3c4ccccc4Sc4ccccc43)nc(C)c2c1	i	-11	i	i	i	i	i	i	i	i	i
CCCCCCCC(=O)N1CCN(c2cc3c(cc2F)c(=O)c(C(=O)O)cn3CC)CC1	i	-3	i	i	i	i	i	i	i	i	i
CCOc1ccc(N2CC(NC(=O)c3ccc4ccccc4c3)CC2=O)cc1 (centres undefined)	i	-17	i	i	i	i	i	i	i	i	i
C/C(=N/NC(=O)CNC(=O)c1cccs1)c1ccc(Cl)cc1	i	-8	i	i	i	i	i	i	i	i	i
Nc1ccccc1C(=O)N1CCCC1	i	-1	i	i	i	i	i	i	i	i	i
O=C(CN(Cc1ccc(Br)cc1)S(=O)(=O)c1ccccc1)NCC1CCCO1 (centres undefined)	i	-9	i	i	i	i	i	i	i	i	i
COc1ccc(C(=O)C(C)[n+]2ccc(C)c3ccccc32)cc1[N+](=O)[O-] (centres undefined)	i	-10	i	i	i	i	i	i	i	i	i
COc1ccc(CC(=O)Nc2nc3n(n2)C(c2ccccc2)CC(=O)N3)cc1OC (centres undefined)	i	-5	i	i	i	i	i	i	i	i	i
CCCn1c(=O)c2c(nc3n2CCN3Cc2ccco2)n(C)c1=O	i	-6	i	i	i	i	i	i	i	i	i
COc1cc(NC(=O)CCc2nnc3ccc(N4CCN(c5cccc(OC)c5)CC4)nn23)cc(OC)c1	i	-9	i	i	i	i	i	i	i	i	i
CCN(CC)C(=O)CCSc1nnc(-c2ccco2)o1	i	-6	i	i	i	i	i	i	i	i	i
COC(=O)c1cc(-c2ccccc2)nc2nc(SC)[nH]c(=O)c12	i	-3	i	i	i	i	i	i	i	i	i
S=C(Nc1ccccn1)NC1CCCC1	i	-3	i	i	i	i	i	i	i	i	i
CCCc1cc(=O)oc2c(C)c(OC(C)C(=O)NCCN3CCOCC3)ccc12 (centres undefined)	i	-4	i	i	i	i	i	i	i	i	i
CCOC(=O)C1=C(C)NC2=C(C(=O)C(C(=O)OC)C(C)C2)C1c1ccc(OC)c(O)c1 (centres undefined)	i	-7	i	25*	i	i	i	i	i	i	i
CC(=O)Nc1ccc(S(=O)(=O)NC2(C(F)(F)F)C(=O)Nc3c2c(=O)[nH]c(=O)n3C)cc1 (centres undefined)	i	-5	i	i	i	i	i	i	i	i	i
CC(=O)N(/N=C1\Sc2ccccc2C1=O)c1cccc(C)c1	i	-1	i	i	i	i	i	i	i	i	i
C=CCc1cccc(CNc2nc3ccccc3n2CCC)c1O	i	-8	i	i	i	i	i	i	i	i	i
Cc1cc(OC(=O)c2ccccc2Br)cc(=O)n1C	i	-6	i	i	i	i	i	10*	i	i	i
(continued)
SMILES	KCNQ1 inh	hERG rescue	TMEM16A act	TMEM16A inh	MrgX1 ag	KCNK3 inh	RGS4 act	MrgX1 PAM	RGS4 inh	KCNK9 block	KCNQ1 pot
Cc1nnc(SCc2cc(=O)[nH]c(N3CCN(C)CC3)n2)s1	i	-4	i	i	i	i	i	i	i	i	i
O=C1COc2ccc3ccccc3c2CN1	i	-2	i	i	i	i	i	i	i	i	i
O=C1NC(c2ccccc2)=N/C1=C/c1ccco1	i	-4	i	i	i	i	i	i	i	i	i
O=C(O)C1C2C=CC(O2)C1C(=O)NCCc1cccc(Cl)c1 (centres undefined)	i	-8	i	i	i	i	i	i	i	i	i
CC(NCC(=O)NC(=O)NC1CCCC1)c1ccc(Cl)cc1Cl (centres undefined)	i	-13	i	i	i	i	i	i	i	i	i

This is a random part of the collection; any-hit rate near 6.3%.
